# Screening results from PubChem BioAssay.
# Efflux pump inh: blocks antifungal efflux pumps in multiplex yeast assay; actives 0.44% (n = 330,000); S. cerevisiae Candida pump triplex, Nile Red efflux; inhibition, % at 10 µM;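 active = plate passing quality check with inhibition over a set limit, or well fluorescence over plate mean plus 4 SD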;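 also: Nile Red retained in pooled yeast measured as flow cytometry median fluorescence; 0% = buffer negative control and 100% = Enniatin B positive control; higher means more Nile Red kept so more efflux inhibition; some compounds called inactive have numbers as strong as hits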
# GRK2 inh: blocks RNA aptamer binding to human GRK2; bead flow cytometry, FAM-aptamer displacement from GRK2; actives 0.59% (n = 330,000); AID 488847; inhibition of aptamer binding, % at 10 µM;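 active = inhibition of aptamer binding above 40%, roughly 3 SD of noise, on plates passing a quality check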;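 also: median bead fluorescence of bound FAM aptamer so fluorescent compounds give negative values; no value below 0 was filed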
# PME-1 inh: blocks human protein phosphatase methylesterase 1 | recombinant PME-1, FP-Rh probe fluorescence polarization | inhibition, % at 5.9 µM | actives 0.53% (n = 320,000) | AID 2130;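 active = inhibition above the campaign mean of all compounds plus 3 SD, cut at about 26% in these data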;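 also: competitive labeling of PME-1 active site by serine hydrolase directed probe; 0% = PME-1 with DMSO and 100% = wells lacking PME-1 enzyme; inhibitors block probe labeling so polarization falls and inhibition rises; many of its hits are not listed in these tables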
# Target sequence (Q9Y570 whole entry, looked up): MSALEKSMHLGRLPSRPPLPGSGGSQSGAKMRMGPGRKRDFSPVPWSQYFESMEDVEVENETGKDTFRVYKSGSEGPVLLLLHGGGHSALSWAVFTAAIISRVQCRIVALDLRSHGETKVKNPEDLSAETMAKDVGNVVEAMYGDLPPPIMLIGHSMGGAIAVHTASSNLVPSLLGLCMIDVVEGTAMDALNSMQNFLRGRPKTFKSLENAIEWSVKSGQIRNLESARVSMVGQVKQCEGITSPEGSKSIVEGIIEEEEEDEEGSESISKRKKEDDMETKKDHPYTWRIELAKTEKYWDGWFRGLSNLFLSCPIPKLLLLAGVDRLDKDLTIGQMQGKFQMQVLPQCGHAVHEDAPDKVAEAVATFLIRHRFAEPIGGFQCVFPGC
# GLD-1 RNA inh: GLD-1-TGE RNA interaction inhibition (C. elegans); Q17339; purified GLD-1 + fluorescein TGE RNA, fluorescence polarization; inhibition, % at 5.96 µM; actives 0.44% (n = 320,000);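 active = percent inhibition above a per-plate cutoff, the plate mean of test compounds plus 3 SD, cut at about 30% in these data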;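 also: 0% = DMSO wells with GLD-1 and probe and 100% = wells lacking GLD-1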
# VLA-4 inh: inhibition in a human VLA-4 binding assay; P13612; VLA-4 expressing cells, ligand binding flow cytometry; inhibition, % (about 7 µM as worked out from the volumes in the protocol); actives 0.2% (n = 330,000); AID 2557; in the data active = inhibition above about 50%
# MCL1 BIM primary: inhibitors of human MCL1 binding to BIM-BH3 peptide; Q07820; GST-MCL1 / FITC-Bim-BH3 fluorescence polarization; inhibition, % at 10.9 µM; actives 0.68% (n = 320,000);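 active = inhibition above the mean inhibition of all tested compounds plus 3 SD, set per campaign, cut at about 40% in these data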;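 also: 0% = DMSO wells and 100% = unlabeled Bim-BH3 peptide control; higher means more loss of mP so more displacement of Bim peptide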
# Target sequence (Q07820 whole entry, looked up): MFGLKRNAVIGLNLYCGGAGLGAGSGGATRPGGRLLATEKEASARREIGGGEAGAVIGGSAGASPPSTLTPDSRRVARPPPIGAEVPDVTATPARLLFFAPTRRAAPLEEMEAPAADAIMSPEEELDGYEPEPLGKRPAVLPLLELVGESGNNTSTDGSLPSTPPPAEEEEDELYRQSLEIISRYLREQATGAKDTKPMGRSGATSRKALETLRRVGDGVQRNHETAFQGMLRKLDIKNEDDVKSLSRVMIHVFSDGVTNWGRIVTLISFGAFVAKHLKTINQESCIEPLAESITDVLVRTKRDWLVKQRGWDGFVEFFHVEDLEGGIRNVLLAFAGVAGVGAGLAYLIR
# MEX-5 binding: C. elegans MEX-5 TCR-2 RNA binding activity; Q9XUB2; MEX-5/FITC-TCR2 RNA binding, fluorescence polarization; active compounds read low; activity score (negative = inhibition of binding), % at 10 µM; actives 0.38% (n = 300,000); AID 1832;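 active = inhibition past about -25% in most replicates, and total fluorescence under double the plate's negative control median, limit read from the data; inconclusive = replicates evenly split on the limit, or fluorescence at least double controls; inactive = too little inhibition in most replicates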;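 also: 0% = DMSO and -100% = 5 µM competing unlabeled TCR2 RNA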
# Bcl-xL primary: blocks human Bcl-xL binding to Bim BH3 peptide | GST-Bcl-xL / FITC-Bim BH3 peptide fluorescence polarization | inhibition, % at 10.9 µM | Q07817 | AID 2129 | actives 0.7% (n = 320,000);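 active = inhibition above the mean of all tested compounds plus 3 SD, cutoff set per campaign, cut at about 30% in these data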;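 also: 0% = DMSO wells and 100% = unlabeled Bim-BH3 peptide competitor; inhibitors lower millipolarization by displacing the labeled peptide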
# Target sequence (Q07817 whole entry, looked up): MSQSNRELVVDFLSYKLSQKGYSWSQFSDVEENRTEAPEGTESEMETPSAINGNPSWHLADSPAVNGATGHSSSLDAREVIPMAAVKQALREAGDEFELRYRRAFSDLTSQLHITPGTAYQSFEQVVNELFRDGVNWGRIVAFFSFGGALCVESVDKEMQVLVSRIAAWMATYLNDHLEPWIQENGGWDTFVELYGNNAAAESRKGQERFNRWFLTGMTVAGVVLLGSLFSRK
# Fam108B inh: Fam108B inhibition, counter-screen for RBBP9 inhibitors; recombinant Fam108B, FP-Rh probe fluorescence polarization; inhibition, % at 9.51 µM; actives 0.33% (n = 300,000); AID 1947;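 active = inhibition above the screen mean inhibition plus 3 SD, computed separately per campaign, cut at about 18% in these data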;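 also: inhibitors lower polarization as less probe binds the enzyme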
# Numbers without * were called inactive; ? = inconclusive; . = not tested or not shown.
SMILES,Efflux pump inh,GRK2 inh,PME-1 inh,GLD-1 RNA inh,VLA-4 inh,MCL1 BIM primary,MEX-5 binding,Bcl-xL primary,Fam108B inh
O=C(COC(=O)c1ccc2[nH]c3c(c2c1)CCCC3)NC1CCS(=O)(=O)C1 (stereo unspecified),0.6,5,-4,7,9,9,-0.5,8,-4
COc1ccccc1N1CC(C(=O)Nc2cc(C(F)(F)F)ccc2N2CCCC2)CC1=O (stereo unspecified),0.0,0,1,6,9,-23,-1.4,-11,1
Nc1cccc2c1C(=O)N(Cc1nnc(-c3ccccc3Br)o1)C2=O,0.0,2,4,37*,0,54*,?,48*,2
CCOCCCNC(=S)N1CCN(C(=O)C(=O)Nc2ccc(C(=O)OC)cc2)CC1,-0.1,0,-2,6,28,5,0.9,0,1
CCCc1cc(=O)oc2cc(C)cc(OCC(=O)NC(Cc3ccc(Cl)cc3)C(=O)O)c12 (stereo unspecified),-0.1,0,5,1,23,6,1.2,6,1
Nc1nnc(CSCc2ccc(Cl)cc2Cl)s1,-0.2,0,3,3,0,14,2.7,1,4
CN(C)CCCNc1ncnc2scc(-c3ccccc3)c12,-0.1,3,1,1,9,-3,.,4,7
Cc1cc(C)nc(-n2nc(C)cc2NC(=O)CN2CCC(C)CC2)n1,-0.1,0,0,-3,2,2,-0.2,2,0
O=C(NNC(=O)c1ccccc1F)c1ccc2nc[nH]c2c1,-0.4,0,-8,4,7,14,3.0,8,2
CCOC(=O)c1ccc(N2C(=O)C=C(N3CCOCC3)C2=O)cc1,0.3,2,-5,4,14,5,1.9,5,3
Clc1cccc(C2Nc3cccc4cccc(c34)N2)c1Cl,0.2,0,-5,11,4,11,-2.2,2,9
N#Cc1nc(-c2ccccc2F)oc1NCCN1CCOCC1,-0.1,2,2,5,-21,1,3.3,5,0
O=C1NCCCCC1NS(=O)(=O)c1cccc(C(F)(F)F)c1 (stereo unspecified),0.1,0,1,-5,-16,8,2.4,3,-1
Cc1cc(C)n(-c2nnc3n2N=C(c2ccccc2)CS3)n1,-0.4,0,-1,-8,-1,-4,0.1,-3,-3
Cc1ccccc1C(=O)Nc1c(C(=O)N(CCN(C)C)Cc2ccco2)oc2ccccc12,-0.1,0,0,2,21,5,0.6,13,1
CC(=O)Nc1cccc(N(C(=O)C2COc3ccccc3O2)C(C(=O)NC2CCCCC2)c2cn(C)nc2C)c1 (stereo unspecified),0.1,0,-4,-1,-4,6,-0.4,9,-1
O=c1cc(-c2ccco2)nc(-c2cccs2)o1,0.0,0,6,-6,-3,2,-6.1,6,0
O=C(COC(=O)c1ccc2ncsc2c1)NCc1ccccc1Cl,0.4,7,.,9,23,.,.,.,.
O=C(CCNC(=O)C1CCN(S(=O)(=O)c2ccccc2)CC1)Nc1cccc(C(F)(F)F)c1,-0.2,0,11,5,5,6,1.4,9,0
COC(=O)c1ccccc1NC(=O)Oc1ccc(C(C)C)cc1,-0.2,0,-5,9,3,8,-0.1,4,1
CCOc1ccccc1NC(=O)CSc1ccc2nnc(-c3cccnc3)n2n1,0.0,1,1,4,8,-1,-1.4,5,2
COC(=O)c1ccc(C)c(NS(=O)(=O)c2ccc(NC(C)=O)cc2)c1,0.1,1,3,4,44,-1,1.6,5,-6
Cc1nc(-c2ccc(C(=O)O)cc2)cs1,0.0,0,4,5,1,-2,0.0,5,0
COc1ccc(NC(=S)N2CCCC2c2ccc(OC)c(OC)c2)cc1 (stereo unspecified),-0.1,0,1,5,5,6,2.6,9,0
Cc1csc(=O)n1CCC(=O)OCC(=O)Nc1ccc(C(N)=O)cc1,-0.1,1,1,3,13,9,-1.7,2,-1
CCOc1cccc(CN2CCN(CCc3ccccc3)C(CCO)C2)c1O (stereo unspecified),-0.1,2,4,-1,-4,-1,4.2,9,3
CCCCNC(=S)N(CCCO)Cc1cc2cc3c(cc2[nH]c1=O)OCCO3,-0.2,3,-1,3,2,2,-0.4,2,-3
CN(C)CCCN(C(=O)c1ccc(S(=O)(=O)N2CCc3ccccc3C2)cc1)c1nc2c(F)cc(F)cc2s1,0.0,0,0,0,8,6,5.5,2,-1
COc1ccc(C(=O)NCCS(=O)(=O)NCc2ccc(C)cc2)cc1,0.0,0,4,0,11,6,1.4,0,-2
Cn1c(CC(=O)Nc2ccccc2)nnc1SCC(=O)c1ccccc1,0.2,1,-3,4,16,-29,-1.9,-17,-3
CCOCCCNC(=O)C(NC(=O)c1ccc(=O)[nH]c1)c1ccccc1 (stereo unspecified),0.3,0,3,2,-2,-1,1.3,-3,-1
COc1ccccc1CNCC(=O)Nc1ccccc1-n1cccc1,-0.1,0,3,1,-7,10,0.1,7,0
Cc1ccc2nc(NC(=O)CSc3nc4c(c(=O)n3C)SC(C)C4)sc2c1 (stereo unspecified),0.1,4,19,0,1,3,-0.9,5,1
CCOC(=O)c1cc2c(ccn2C)n1CC(=O)N1CCCC(C)C1 (stereo unspecified),0.0,0,2,4,5,11,0.7,11,0
CCN1CCN(S(=O)(=O)c2ccc(Cl)c(C(=O)N(C)Cc3cccc(OC)c3)c2)CC1,0.0,3,-5,-6,-11,2,0.2,4,1
CCc1ccc(NC(=O)CCNS(=O)(=O)c2cccc3nonc23)cc1,0.2,11,0,1,3,3,1.5,6,-2
CCC(C(=O)OCC(=O)Nc1ccc(OC)cc1OC)c1ccccc1 (stereo unspecified),0.1,4,5,-8,19,-1,1.3,0,-9
CCOc1ccc(CN2CCN(Cc3c(C)nn(CC)c3C)CC2CCO)cc1 (stereo unspecified),0.1,6,-8,0,6,-9,-0.5,-4,-1
C/C(=N\NC(=O)c1ccccc1C)c1cccc([N+](=O)[O-])c1,-0.1,17,-5,4,2,2,-0.5,0,1
CCOC(=O)C1CCCN(C2CC(=O)N(c3ccc(N4C(=O)CC(N5CCCC(C(=O)OCC)C5)C4=O)cc3)C2=O)C1 (stereo unspecified),0.0,7,-4,-6,4,1,1.1,4,-3
Cc1c(C(C)(C)O)[nH]c2cc(C(F)(F)F)ccc12,-0.2,0,-2,9,14,4,-1.0,5,0
COc1ccc2nc(C)cc(N/N=C/c3cccc(OC)c3O)c2c1,-0.1,0,14,2,-5,20,2.5,-8,19*
O=C(CC1CCOCC1)Nc1ccc(Cl)c(Cl)c1,0.2,3,-6,1,10,5,-0.5,4,-5
O=C(CSc1nc2ncccc2[nH]1)c1cccc([N+](=O)[O-])c1,0.1,4,4,-1,4,-10,-0.4,-2,-5
COc1ccc(S(=O)(=O)c2ccc(OCC3CO3)cc2)cc1 (stereo unspecified),0.1,0,-1,5,5,7,2.3,4,10
c1ccc(NC2=Nc3ccccc3CS2)cc1,0.1,1,3,-6,6,6,2.2,0,1
Cc1c(O)c(=O)c2ccccc2n1C,-0.1,0,3,2,13,4,-2.6,-2,-2
O=C(NC(NNc1ccc([N+](=O)[O-])cc1)(C(F)(F)F)C(F)(F)F)c1ccccc1Cl,0.0,2,-39,3,1,-17,-0.3,-7,-1
CCCCN(CC)C(=O)c1cccc(Cl)c1,0.1,0,-4,3,19,0,1.2,3,-2
Cc1cc(C)c(NC(=O)C2CCCO2)c(C)c1 (stereo unspecified),0.0,0,-3,-6,1,-1,0.4,2,-3

# New compounds follow:
SMILES,Efflux pump inh,GRK2 inh,PME-1 inh,GLD-1 RNA inh,VLA-4 inh,MCL1 BIM primary,MEX-5 binding,Bcl-xL primary,Fam108B inh
O=S(=O)(CCc1nc2ccccc2[nH]1)c1ccc(Br)cc1,0.1,0,-4,-9,5,11,1.3,4,1
O=C(CSc1nnc(NC(=O)C2CC(=O)N(c3ccccc3)C2)s1)NCC1CCCO1 (stereo unspecified),-0.2,4,3,-2,-7,7,2.8,4,0
CCOc1cccc(NC(=O)C2CC(=O)N(c3ccc(F)cc3)C2)c1 (stereo unspecified),0.0,0,1,6,1,8,1.4,10,1
COc1ccc(-c2csc(/C(C#N)=C/Nc3ccc4c(c3)OCCO4)n2)cc1,0.2,2,4,-11,5,-3,-1.5,-2,-1
CCOc1ccccc1NC(=O)CN(c1ccc(Cl)cc1)S(C)(=O)=O,0.1,1,2,3,5,3,-1.3,7,1
NC(=O)c1ccsc1NC(=O)COC(=O)c1cc(Cl)ccc1O,0.1,3,-17,-1,8,-3,-0.2,-3,-5
CCOc1ccc(NCc2nnc(SCC(=O)Nc3cc(C)on3)n2-c2ccccc2OC)cc1,-0.1,2,-3,2,0,5,-0.2,5,0
S=C(Nc1ccccc1)N1CCOCC1,-0.1,0,1,7,7,5,2.3,7,2
Cn1c(NN)nc2ccccc2c1=O,0.0,3,0,11,-5,8,4.4,6,2
COc1ccc(C(=O)Nc2cc(C)nn2-c2ccc(F)cc2)cc1,-0.2,1,0,2,-3,-3,0.6,3,1
COc1cccc(C(=O)NC2CCCc3ccccc32)c1 (stereo unspecified),-0.1,10,-6,-13,2,1,-0.1,5,-4
CCCn1c(C(C)Nc2nc(-c3ccc(C)cc3)cs2)nc2cc(Cl)c(Cl)cc21 (stereo unspecified),0.0,4,-1,-1,-6,12,1.1,-1,-3
Cc1ccc(-c2c(C(=O)N3CCOCC3)oc(=O)c3ccccc23)cc1,-0.1,0,2,1,7,-1,3.9,6,2
COCCNS(=O)(=O)c1ccc(SC)cc1,0.1,1,1,0,11,2,0.1,1,-1
CCOc1ccc(N(CC(=O)NN=C2CCN(C)CC2)S(=O)(=O)c2ccc(Br)cc2)cc1,0.1,0,.,.,0,.,0.7,.,.
CNC(=S)n1cnc(N)n1,-0.1,3,0,6,16,6,0.2,5,-3
CC(=O)N(c1ccccc1)c1nc(C)cc(C)c1C#N,-0.1,0,-1,-2,0,1,1.7,1,-2
COC(=O)c1c(NC(=O)c2ccccc2F)sc(C(=O)N2CCOCC2)c1C,-0.2,0,2,6,-2,6,-0.3,0,2
CC1(C)Cc2c(sc3[nH]c(=S)n(Cc4ccccc4)c(=O)c23)CO1,0.2,1,2,-4,10,-1,0.1,0,-2
CCOc1ncccc1C(=O)OCCCC(=O)c1ccc(Br)cc1,0.2,0,-1,-1,6,-1,.,-3,.

# Individual results from the entries so far.
# Under PME-1 inh, COC(=O)c1c(NC(=O)c2ccccc2F)sc(C(=O)N2CCOCC2)c1C is listed with 2
# Under Fam108B inh, Cc1ccc(-c2c(C(=O)N3CCOCC3)oc(=O)c3ccccc23)cc1 is listed with 2

# The list continues.
SMILES,Efflux pump inh,GRK2 inh,PME-1 inh,GLD-1 RNA inh,VLA-4 inh,MCL1 BIM primary,MEX-5 binding,Bcl-xL primary,Fam108B inh
COc1ccc2c(C)cc(SCC(=O)Nc3cc(C(N)=O)cc(C(N)=O)c3)nc2c1,0.1,0,-27,-1,-11,10,0.9,0,-27
Cc1cc(CNC(=O)c2cccnc2Cl)c2ccccc2n1,0.0,8,-7,2,2,1,0.6,3,-1
CC[C@H]1C/C=C\Cc2ccccc2[C@H](C(=O)C[C@@H](O)CC(C)=O)OC1=O,0.1,0,.,-3,-10,.,.,.,.
CCn1c(/C=C/c2ccccc2)nc2ccccc2c1=O,0.5,5,-2,-8,4,-7,-3.2,-1,2
CCn1c(NCc2cccs2)nc2ccccc21,-0.2,1,1,1,-5,8,-2.2,7,-1
CCOCCCN(C)C1CCN(S(=O)(=O)c2csc(C(N)=O)c2)CC1,0.1,0,4,4,15,12,3.4,12,7
Cc1ccc(-c2nc(CN3CCN(c4cnccn4)CC3)c(C)o2)o1,-0.1,3,-6,-2,5,2,1.2,13,-3

# These rows are one share of the data; rates above refer to the full screens.
